Compound activity (PubChem BioAssay)
RAD54 branch: inhibitors of human RAD54 branch migration. AID 602329. inhibition, % at 10.4 µM. RAD54 Holliday junction branch migration, FAM/BHQ fluorescence. 360,000 tested, 0.14% active;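 active = mean normalized replicate activity at least 40 and at least half of replicates scoring 40 or more; inconclusive = only one of the two criteria met; inactive = mean below 40 and under half of replicates reaching 40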;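 note: 0% = median of neutral control wells and 100% = median of positive control wells; inhibitors cause a drop in the FAM fluorescence signal; in these data hits start at about 50%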
Target sequence (Q92698 whole entry, looked up): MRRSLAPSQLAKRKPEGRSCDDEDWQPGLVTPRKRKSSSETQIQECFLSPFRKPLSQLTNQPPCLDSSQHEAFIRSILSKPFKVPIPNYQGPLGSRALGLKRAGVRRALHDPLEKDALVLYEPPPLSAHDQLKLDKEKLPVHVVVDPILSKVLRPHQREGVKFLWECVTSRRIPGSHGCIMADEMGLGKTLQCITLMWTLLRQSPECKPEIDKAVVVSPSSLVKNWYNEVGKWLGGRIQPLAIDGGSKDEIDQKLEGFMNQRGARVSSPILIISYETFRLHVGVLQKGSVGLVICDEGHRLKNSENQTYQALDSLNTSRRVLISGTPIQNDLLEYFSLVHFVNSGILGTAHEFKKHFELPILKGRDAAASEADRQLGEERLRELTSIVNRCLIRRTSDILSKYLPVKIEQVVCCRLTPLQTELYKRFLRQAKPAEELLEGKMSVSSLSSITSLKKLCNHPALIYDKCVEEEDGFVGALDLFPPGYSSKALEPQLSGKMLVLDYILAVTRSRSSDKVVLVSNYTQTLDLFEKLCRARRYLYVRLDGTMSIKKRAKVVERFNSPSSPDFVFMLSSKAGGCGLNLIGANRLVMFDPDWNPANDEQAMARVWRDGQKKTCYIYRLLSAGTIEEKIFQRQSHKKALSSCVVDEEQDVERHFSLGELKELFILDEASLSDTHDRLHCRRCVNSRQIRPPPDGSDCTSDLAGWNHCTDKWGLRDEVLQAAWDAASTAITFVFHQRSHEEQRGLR
RAD52 inh: inhibitors of human RAD52 DNA annealing; 360,000 tested, 0.46% active; AID 651710; recombinant RAD52 DNA annealing, FRET fluorescence; inhibition, % at 18.7 µM; P43351;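 active = every replicate showing at least 50% inhibition; inconclusive = mean inhibition at least 50% but not in every replicate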
Xi reactivation: activators of X-chromosome reactivation in mouse fibroblasts; XiGFP mouse fibroblasts, % GFP-positive cells imaging, 3 d; cells co-treated with 5-aza-dC sensitizer; scaled so ellipticine positive control = 100%; activation, % at 7.58 µM; 360,000 tested, 0.055% active;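 active = mean normalized replicate activation at least 10% and every replicate at or above 10%; inconclusive = only one of the two criteria met; inactive = mean below 10% and not all replicates reach 10%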;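 note: 0% = median of on-plate neutral control wells and 100% = ellipticine 6 µM median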
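material = 68-5-11 XiGFP fibroblast line | medium = DMEM plus 5-aza-dC sensitizer | schedule = 3 days compound exposure | benchmarks = positive control ellipticine, 6 µM final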
ERp5 block: inhibitors of human ERp5; Q15084; ERp5 insulin aggregation, absorbance 650 nm, 90 min; inhibition, % at 9.99 µM; 350,000 tested, 0.05% active; AID 651711;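 active = mean replicate inhibition above about 25%, with every replicate also reaching it, limit read from the data, passing the limit was not always enough; inconclusive = only one of those two criteria met; inactive = neither criterion met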
E-selectin induc: E-selectin induction on HUVECs | P16581 | HUVEC E-selectin immunofluorescence imaging; normalized: neutral wells 0, TNF-alpha wells 100 | activation, % at 7.58 µM | 260,000 tested, 0.37% active | AID 686992;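 active = mean E-selectin-positive cell signal at least 10% of the positive control, reached in at least 60% of replicates, without over 20% cell loss; inconclusive = no rule given, readout overlaps actives, possibly toxicity-flagged; inactive = the rest, including those meeting only one limit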;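 note: in these data hits start at about 27%; measured in HUVEC primary endothelial cells; signal is the percent of cells scored E-selectin positive by PE staining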
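material = human umbilical vein endothelial cells (HUVEC), E-selectin induction | quantity = 3,000 cells/well | medium = EGM-2 growth medium on 0.1% gelatin-coated wells | technique = immunofluorescence imaging | read-out basis = % PE-positive cells | control set = TNF-alpha positive control, DMSO neutral control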
S100A4 inh HTS: blocks human S100A4 binding to myosin IIA peptide; S100A4/TAMRA-MyoIIA peptide fluorescence polarization; inhibition, % at 10.7 µM; 360,000 tested, 0.14% active; AID 652163;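 active = mean inhibition of at least 70% across replicates, with every replicate also reaching that level; inconclusive = mean inhibition reaches 70% but some replicates fall short; inactive = mean inhibition below 70%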
Target sequence (P26447 whole entry, looked up): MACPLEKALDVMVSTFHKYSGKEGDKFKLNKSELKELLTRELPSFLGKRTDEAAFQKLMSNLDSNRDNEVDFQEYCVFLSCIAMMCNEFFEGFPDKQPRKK
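Compound dosing: one dose per compound; test system: human S100A4 monomer with TAMRA-labelled myosin IIA peptide; probe or stimulus: TAMRA-labelled myosin IIA heavy-chain peptide probe, 5 nM; medium: HEPES buffer with Ca2+, pH 7.2; schedule: 5 min incubation before reading; benchmarks: neutral control DMSO, positive control TFP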
ERAP1 inh: blocks human ERAP1 aminopeptidase activity | AID 652197 | Q9NZ08 | recombinant ERAP1, Leu-AMC fluorescence, 60 min | 340,000 tested, 0.15% active | inhibition, % at 10.7 µM;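 active = mean replicate inhibition of at least 30%, or all replicates individually reaching that 30% level; inactive = mean below 30% and not every replicate reaching it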;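 note: 0% = neutral control wells and 100% = L-leucinethiol positive control wells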
esBAF inh: blocks esBAF chromatin remodeling in mouse ES cells | reporter increase, % at 12.5 µM | AID 602393 | Bmi1-luciferase knock-in reporter, 24 h; 100% = twice the neutral-well signal | 350,000 tested, 2% active; in the data active = activation above about 40%; inconclusive = no clear call, values can overlap the other calls;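 note: 0% = median of the plate's neutral control wells and 100% = double that signal; a rise in the Bmi1 reporter signal indicates esBAF inhibition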
Active calls of the source: *; & = joins results of further samples.

The opening three compounds, to show the layout:
`CC1=NNC(=O)C1CCC(=O)N/N=C/c1c(Cl)cccc1Cl` (configuration not stated) gave RAD52 inh -5, Xi reactivation 0.0, ERp5 block -6, S100A4 inh HTS -1 and ERAP1 inh -2.
Screening COCCNC(=O)c1ccc(-c2csc(C)n2)cc1 returned RAD52 inh -9, Xi reactivation 0.4, ERp5 block -2, S100A4 inh HTS -6 and ERAP1 inh 2.
`CC(=O)N(C)C[C@@H]1Oc2ncc(C#Cc3ccccn3)cc2C(=O)N([C@H](C)CO)C[C@H]1C` gave RAD54 branch -3, RAD52 inh -43, Xi reactivation -0.7, ERp5 block 8, E-selectin induc 0.2, S100A4 inh HTS 20, ERAP1 inh 1 and esBAF inh -2.

Main list, repeating the preview:
`CC1=NNC(=O)C1CCC(=O)N/N=C/c1c(Cl)cccc1Cl` (configuration not stated) gave RAD52 inh -5, Xi reactivation 0.0, ERp5 block -6, S100A4 inh HTS -1 and ERAP1 inh -2.
Screening COCCNC(=O)c1ccc(-c2csc(C)n2)cc1 returned RAD52 inh -9, Xi reactivation 0.4, ERp5 block -2, S100A4 inh HTS -6 and ERAP1 inh 2.
`CC(=O)N(C)C[C@@H]1Oc2ncc(C#Cc3ccccn3)cc2C(=O)N([C@H](C)CO)C[C@H]1C` gave RAD54 branch -3, RAD52 inh -43, Xi reactivation -0.7, ERp5 block 8, E-selectin induc 0.2, S100A4 inh HTS 20, ERAP1 inh 1 and esBAF inh -2.
CCC/C=N/NC(=O)c1cccc(Br)c1 was read as RAD52 inh -16, Xi reactivation 0.2, ERp5 block 5, S100A4 inh HTS -13, ERAP1 inh 2 and esBAF inh 6.
Screening Cc1ccc(NC(=O)CN2C(=O)C3CC=CCC3C2=O)cc1S(=O)(=O)N1CCOCC1 (configuration not stated) returned RAD54 branch -5, RAD52 inh 8, Xi reactivation 0.0, ERp5 block -7, S100A4 inh HTS 0, ERAP1 inh -2 and esBAF inh 1.
For CC(C)NC(=O)CSCc1cccc(Br)c1 the results were RAD54 branch -5, RAD52 inh -9, ERp5 block -2, S100A4 inh HTS -5, ERAP1 inh 2 and esBAF inh 2.
Screening O=C(C[C@H]1CC[C@@H](NC(=O)c2cccc(F)c2)[C@@H](CO)O1)NCc1ccccc1 returned RAD54 branch 5, RAD52 inh 2, Xi reactivation 0.2, ERp5 block 3, E-selectin induc -0.2, S100A4 inh HTS -7, ERAP1 inh -1 and esBAF inh 1.
Screening O=C(CCC(=O)c1ccccc1)NCCc1c[nH]c2ccccc12 returned RAD54 branch 1, RAD52 inh 0, Xi reactivation 0.0, ERp5 block -1, S100A4 inh HTS -2 and ERAP1 inh -2.
COCC(=O)N[C@@H]1C=C[C@H](CC(=O)NCc2ccc(Cl)cc2)O[C@H]1CO was read as RAD54 branch 1, RAD52 inh 7, Xi reactivation -0.2, ERp5 block -5, E-selectin induc -0.5, S100A4 inh HTS -3, ERAP1 inh 3 and esBAF inh 2.
Screening CCN(CC(=O)NC(C)(C)C)Cc1nc2c(Br)cc(Br)cc2c(=O)[nH]1 returned RAD52 inh -21, Xi reactivation 2.2, ERp5 block 1, S100A4 inh HTS -3 and ERAP1 inh 2.
For CCOc1cc(/C=N/NC(=O)C(OC)c2ccccc2)ccc1O (configuration not stated) the results were RAD54 branch 5, RAD52 inh 1, Xi reactivation 0.0, ERp5 block 1, S100A4 inh HTS -1, ERAP1 inh -2 and esBAF inh -10.
For CC(=O)c1cc(C)c(OC(=O)c2ccccc2)c(C)c1 the results were RAD54 branch -7, RAD52 inh 5, Xi reactivation 0.5, ERp5 block -10, S100A4 inh HTS -3 and ERAP1 inh 1.
Cc1cc(C(=O)Nc2ccc3c(c2)C(=O)N(C)[C@H]2CC[C@@H](CC(=O)N[C@H](C)c4ccccc4)O[C@@H]2CO3)no1 was read as RAD54 branch -1, RAD52 inh -8, Xi reactivation 0.1, ERp5 block -7, E-selectin induc 0.0, S100A4 inh HTS 1, ERAP1 inh -6 and esBAF inh 0.
Cc1cccc(NS(=O)(=O)c2cccc(C(=O)NCC3(N4CCOCC4)CCCCC3)c2)c1 was read as RAD54 branch 5, RAD52 inh 1, Xi reactivation 2.2, ERp5 block 3, S100A4 inh HTS -2, ERAP1 inh 2 and esBAF inh 3.
Screening N#C[C@@H]1[C@@H](c2ccccc2-c2cccc(F)c2)[C@H](CO)N1C(=O)NC1CCCC1 returned RAD52 inh -4, Xi reactivation 0.0, ERp5 block -7, E-selectin induc 0.3, S100A4 inh HTS -6 and ERAP1 inh 1.
Cc1ccc(S(=O)(=O)NCC[C@H]2CC[C@H](NC(=O)CC3CC3)[C@H](CO)O2)cc1 was read as RAD54 branch 2, RAD52 inh -11, Xi reactivation -0.3, ERp5 block -3, E-selectin induc -0.3, S100A4 inh HTS 3, ERAP1 inh 1 and esBAF inh 1.
`C[C@@H]1CN([C@@H](C)CO)S(=O)(=O)c2ccc(-c3cccc(C#N)c3)cc2O[C@H]1CN(C)C(=O)c1cccnc1` gave RAD54 branch 1, RAD52 inh -7, Xi reactivation -0.3, ERp5 block 8, E-selectin induc 0.3, S100A4 inh HTS -4, ERAP1 inh 1 and esBAF inh 5.
`COc1ccc(OC)c(-c2cc(C(=O)NCCN3CCOCC3)no2)c1` gave RAD54 branch 7, RAD52 inh 7, ERp5 block 9, S100A4 inh HTS -10, ERAP1 inh -1 and esBAF inh -1.
`COc1ccc(CCNC(=O)C2CCCN2S(=O)(=O)c2ccc(F)cc2)cc1OC` (configuration not stated) gave RAD54 branch 11, RAD52 inh 6, Xi reactivation 0.0, ERp5 block 2, E-selectin induc 0.2, S100A4 inh HTS 2, ERAP1 inh 1 and esBAF inh -3.
`C[C@@H]1CCC[C@@]2(O[C@H](CCO)C[C@H](O)[C@H]2O)O1` gave RAD54 branch 1, RAD52 inh -2, Xi reactivation -0.1, ERp5 block 3, E-selectin induc 0.1, S100A4 inh HTS 0, ERAP1 inh 0 and esBAF inh 0.
`CCC(C(=O)OCC(=O)Nc1ccc(C(N)=O)cc1)c1ccccc1` (configuration not stated) gave RAD52 inh -16, Xi reactivation 0.0, ERp5 block -1, E-selectin induc 12, S100A4 inh HTS 3 and ERAP1 inh 0.
Screening O=c1[nH]n(Cc2ccccc2)c2ccccc12 returned RAD54 branch 6, RAD52 inh 3, Xi reactivation -0.1, ERp5 block 0, E-selectin induc 0.1, S100A4 inh HTS 11, ERAP1 inh 2 and esBAF inh -3.
Screening CCn1c(SCC(=O)Nc2cc(C)on2)nc2c([nH]c3ccccc32)c1=O returned RAD54 branch -19, RAD52 inh -7, Xi reactivation 1.6, ERp5 block -3, E-selectin induc -0.1, S100A4 inh HTS 2, ERAP1 inh 2 and esBAF inh -7.
`CCC(=O)N1CC(=O)N2[C@H](CO)[C@H](c3ccc(C#Cc4cccnc4)cc3)[C@@H]2C1` gave RAD52 inh -2, Xi reactivation 0.6, ERp5 block 1, E-selectin induc 0.5, S100A4 inh HTS 2 and ERAP1 inh 0.
CN(C)C(=O)c1ccc(-c2ccc(C3[C@@H]4CN(S(=O)(=O)c5ccccc5)C[C@H]3N4)cc2)cc1 (some centres not stated) was read as RAD52 inh 18&6, Xi reactivation 0.1&5.0, ERp5 block -1&1, E-selectin induc 0.0&0.0, S100A4 inh HTS -40&-40 and ERAP1 inh 0&1.
For O=C(NCC(=O)N1CCN(c2ccccn2)CC1)c1ccc(Br)o1 the results were RAD54 branch -1, RAD52 inh 2, Xi reactivation -0.1, ERp5 block 1, E-selectin induc -0.1, S100A4 inh HTS -2, ERAP1 inh 4 and esBAF inh 0.
For NS(=O)(=O)c1ccc(CCNC(=O)CNS(=O)(=O)c2cccc(Br)c2)cc1 the results were RAD52 inh -65, Xi reactivation -0.1, ERp5 block 4, E-selectin induc -1.1, S100A4 inh HTS 0 and ERAP1 inh 1.
Screening O=C(COc1ccc2c(c1)oc(=O)c1ccccc12)NCCCN1CCOCC1 returned RAD54 branch inconclusive, RAD52 inh 18, Xi reactivation 0.0, ERp5 block 6, E-selectin induc 2.5, S100A4 inh HTS -2, ERAP1 inh 1 and esBAF inh -2.
`COc1cccc2cc(-c3nc4ccccc4o3)c(=O)oc12` gave RAD54 branch -6, RAD52 inh -21, Xi reactivation 0.5, ERp5 block -3, S100A4 inh HTS -6, ERAP1 inh 8 and esBAF inh 19.
For COc1ccc(-c2cc(=O)c3ccccc3o2)cc1 the results were RAD54 branch -8, RAD52 inh 0, ERp5 block 4, S100A4 inh HTS -5 and esBAF inh 63*.
`COc1ccc2cc(C(=O)NCCCN3CCCC3=O)[nH]c2c1` gave RAD54 branch -1, RAD52 inh -10, Xi reactivation 0.2, ERp5 block 5, S100A4 inh HTS -4, ERAP1 inh 3 and esBAF inh 19.
`C[C@@H]1CCCCO[C@@H](CN(C)S(=O)(=O)c2ccc(Cl)cc2)[C@H](C)CN([C@@H](C)CO)C(=O)c2cc(NC(=O)Nc3cccc4ccccc34)ccc2O1` gave RAD54 branch 5, RAD52 inh 12, Xi reactivation 0.1, ERp5 block 1, E-selectin induc 0.0, S100A4 inh HTS -13, ERAP1 inh 0 and esBAF inh -3.
Screening CC1CN(C(=O)COC(=O)c2cc(Cl)ccc2Cl)CC(C)O1 (configuration not stated) returned RAD54 branch 7, RAD52 inh 0, Xi reactivation 0.2, ERp5 block -3, E-selectin induc 3.0, S100A4 inh HTS -3 and ERAP1 inh 2.
`COc1cccc(CNC(=O)N2CCN(c3ccccc3C)CC2)c1` gave RAD54 branch 15, RAD52 inh -11, Xi reactivation 0.1, ERp5 block 1, S100A4 inh HTS -3, ERAP1 inh 1 and esBAF inh 4.
For CCN(CC(=O)Nc1ccc(NC(C)=O)cc1)Cc1c(O)ccc2cc(Br)ccc12 the results were RAD54 branch -15, RAD52 inh 0, Xi reactivation 0.0, ERp5 block 11, E-selectin induc 0.7, S100A4 inh HTS -10, ERAP1 inh -3 and esBAF inh -4.
`CC(=O)c1ccc(S(=O)(=O)N2CCN(C(=O)c3ccc(-n4nc(C)c(Cl)c4C)cc3)CC2)cc1` gave RAD54 branch 1, RAD52 inh -7, Xi reactivation -0.1, ERp5 block 1, E-selectin induc 0.4, S100A4 inh HTS 2, ERAP1 inh -1 and esBAF inh 2.
For CCOc1ccc(NC(=O)c2cccc3c2C(=O)N(Cc2cccnc2)C3)cc1 the results were RAD54 branch 6, RAD52 inh 1, ERp5 block 4, S100A4 inh HTS -2, ERAP1 inh 4 and esBAF inh 34.
For Cc1ccc(NS(=O)(=O)c2cc(NC(=O)c3ccc4c(c3)NC(=O)CS4)ccc2Cl)c(C)c1 the results were RAD52 inh -65, Xi reactivation -0.1, ERp5 block 4, E-selectin induc 2.4, S100A4 inh HTS -5 and ERAP1 inh -1.
`Cc1ccc(S(=O)(=O)c2c(C)nn(-c3ccccc3)c2OC(=O)c2ccco2)cc1` gave RAD52 inh -8, Xi reactivation 0.0, ERp5 block -4, S100A4 inh HTS 0 and ERAP1 inh 1.
